# Screening results: PubChem, several laboratories
# FLuc inhib CS – inhibits firefly luciferase, flagging false hits in luciferase inhibition screens. P08659. ATPLite firefly luciferase biochemical luminescence, 10 min. inhibition, % at 10 µM. 200,000 compounds, 1.5% hits;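 active means inhibition above about 50% when tested at 10 µM, limit read from the data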
# Target sequence (P08659 whole entry, looked up): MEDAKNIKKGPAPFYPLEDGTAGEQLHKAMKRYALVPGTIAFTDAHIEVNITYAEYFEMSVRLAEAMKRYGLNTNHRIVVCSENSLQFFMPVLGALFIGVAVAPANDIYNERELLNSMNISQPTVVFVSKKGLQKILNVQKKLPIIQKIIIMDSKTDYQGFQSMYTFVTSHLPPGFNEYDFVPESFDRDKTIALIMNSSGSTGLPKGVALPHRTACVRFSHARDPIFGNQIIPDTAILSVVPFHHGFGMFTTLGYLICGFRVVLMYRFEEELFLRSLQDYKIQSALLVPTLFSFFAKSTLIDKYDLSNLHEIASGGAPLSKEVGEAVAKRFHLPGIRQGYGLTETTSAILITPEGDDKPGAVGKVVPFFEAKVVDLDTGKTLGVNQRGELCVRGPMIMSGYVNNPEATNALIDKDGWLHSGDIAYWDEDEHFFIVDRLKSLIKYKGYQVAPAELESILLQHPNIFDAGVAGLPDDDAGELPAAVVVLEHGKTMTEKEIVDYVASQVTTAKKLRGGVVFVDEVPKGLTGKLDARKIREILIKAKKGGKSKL
# FLuc act counter – affects firefly luciferase, flagging false hits in luciferase stimulation screens | P08659 | ATPlite luciferase biochemical, luminescence, 10 min; 0 = ATP-free wells, 1 = DMSO control | activation factor at 10 µM | 200,000 tested, under 10 active | AID 1027;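 active means luciferase activation factor, scaled between plate controls, of at least 2 with compound at 10 µM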
#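 System: cell-free luciferase reagent; medium: PBS as buffer for the ATP substrate; doses: test compounds dosed from 2 mM stocks in 100% DMSO; incubation: 10 min, room temperature; measured by: luminescence from luciferase reaction; read-out: luciferase activation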
# Efa HMGR inh – E. faecalis class II HMG-CoA reductase inhibition; purified E. faecalis HMGR, NADPH absorbance 340 nm kinetic; inhibition, % at 10 µM; 190,000 compounds, 0.41% hits; AID 1066;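 active means inhibition above a set limit, the median over all tested compounds plus 3 SD, cut at about 9.5% in these data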;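 further: enzyme runs in reverse so mevalonate oxidation gives rising NADPH absorbance; 0% = complete reaction with DMSO and 100% = background rate lacking mevalonate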
# Redox H2O2 prof – compounds producing H2O2 with reducing agent – biochemical, NIH compound library profiling, artefact control for MLSCN library redox annotation, primary screen | 200,000 compounds, 0.03% hits | activation, % at 10 µM | DTT-dependent redox cycling H2O2, phenol red/HRP absorbance; 100% = 100 µM peroxide control, 0% = buffer | AID 878;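 active means activation of at least 50% relative to the plate's high and low controls in the primary single-dose screen; inactive means activation below 50%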;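 further: compound incubated with DTT at 0.8 mM final as the reducing agent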
# APP 5UTR inh – APP translation inhibition; SH-SY5Y APP 5'UTR-luciferase reporter, luminescence; inhibition, % at 2 µM; 190,000 compounds, 0.82% hits;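 active means inhibition above a set limit, derived from the sample mean plus 3 SD, cut at about 45% in these data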; further: values of inactives mirror those of a sister screen read the other way
# NF-kB neuron act – raises NF-kB expression in human neuronal cells. fold change at 12.5 µM. 190,000 compounds, 1.6% hits. AID 1239. NF-kB reporter expression; hits give high values; in the data active means fold change above about 3.3
# Hsp70 activator – Hsp70 transcriptional activation, primary screen; 200,000 compounds, 0.04% hits; activation, % at 10 µM; AID 1203; HeLa Hsp70 promoter luciferase reporter, luminescence; scaled: vehicle 0, proteasome-inhibitor control 100%;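 active means activation above the mean across all tested compounds plus 3 SD, cutoff set per campaign, cut at about 5.5% in these data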;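 further: 100% = MG132 at 30 µM as the positive control and 0% = DMSO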
# STAT1 activator – activators of IFN-gamma induced STAT1 signaling. 200,000 compounds, 2.6% hits. activation (% of control), % at 5.5 µM. AID 932. NIH 3T3 STAT1-luciferase reporter, luminescence; 100% = IFN-gamma alone, no compound;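 active means activation above the screen-wide mean activation plus 3 SD, cut at about 130% in these data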;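 further: raw ratio to IFN-gamma control signal so 100% means no change and 0% no light; values of inactives mirror those of a sister screen read the other way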
# G6PDH counter – counter-screen for G6PDH assay hits: L. mesenteroides G6PDH inhibition. AID 1020. 200,000 compounds, 0.12% hits. Purified L. mesenteroides G6PDH, diaphorase/resazurin coupled fluorescence, 45 min. inhibition, % at 5 µM; in the data active means inhibition above about 50%
# APP 5'UTR act – activates APP 5'UTR luciferase reporter; SH-SY5Y APP 5'UTR luciferase reporter, luminescence; zero percent = DMSO vehicle wells; 190,000 compounds, 1% hits; activation, % at 2 µM;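 active means activation above a set limit, based on mean plus 3 SD of controls, cut at about 140% in these data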; further: values of inactives mirror those of a sister screen read the other way
# Active calls of the source: *; . = not tested or not shown.
canonical_smiles	FLuc inhib CS	FLuc act counter	Efa HMGR inh	Redox H2O2 prof	APP 5UTR inh	NF-kB neuron act	Hsp70 activator	STAT1 activator	G6PDH counter	APP 5'UTR act
Cc1cccc(C(=O)Nc2cccc(OCC(=O)O)c2)c1	20	0.8	-8	0.5	-47	1.1	-0.4	93	7	47
O=C(CCCSc1nnnn1-c1cccc2ccccc12)c1ccc(F)cc1	0	1	-5	-4.5	-13	1	-0.3	87	1	13
CCOc1ccc(OCC)c(NC(=O)C2CCCN(S(=O)(=O)c3cccs3)C2)c1 (configuration not stated)	0	1	-8	2.1	12	0.73	0.3	97	4	-12
CCCCn1c(N)c(N(CC)C(=O)/C=C/c2ccco2)c(=O)[nH]c1=O	0	1	5	0.1	-15	0.97	-0.2	99	-1	15
CCOC(=O)c1cc(C)sc1NC(=O)C1CCC1	-5	1	-3	1.6	-9	1	-0.2	97	-16	9
Clc1ccc(OCc2nn3c(C4CCCCC4)nnc3s2)c(Cl)c1	0	1	0	2.4	3	0.92	0.1	97	7	-3
CN(C1CCCCC1)S(=O)(=O)c1ccc(NC(=S)NC(=O)c2cccs2)cc1	-4	1	-6	-3.4	-16	1.3	-0.3	103	-4	16
Cc1ccc(S(=O)(=O)N2CCC(=O)N(CCOCc3cccc(F)c3)CC2)cc1	-2	1	0	-0.2	-9	1.1	0.1	88	17	9
CN(C)CCNC(=O)COc1cccc2c1OC(C)(C)C2	-8	1.1	3	-0.1	-3	0.98	-0.2	100	3	3
O=C(C1CCCN1S(=O)(=O)c1ccc(Cl)cc1)N1CCOCC1 (configuration not stated)	-4	1	-3	0.4	-9	1.2	0.0	102	13	9
COc1ccccc1OCC(=O)Nc1ccc(Cl)cc1	3	1	-3	1.0	-17	1.5	0.7	113	-7	17
O=S(=O)(NCC1CCCO1)c1ccc2c(c1)OCCO2 (configuration not stated)	-6	1.1	-16	-0.6	-2	1.5	0.0	95	-16	2
CCOc1c(Cl)cc(CNCC(O)c2ccccc2)cc1OC (configuration not stated)	-4	1	-1	-1.0	-14	0.99	-0.3	99	-1	13
Cc1ccc(NC(=O)CSc2nnc(CNC(=O)c3cccs3)o2)c(C)c1	-3	1	1	-0.2	-19	1.1	-0.4	98	0	19
CCCCCCOc1cccc(N)c1	-3	1	-7	-1.7	-6	1.1	0.0	111	15	6
CCOC(=O)N1CCN(CC(=O)Nc2ccc(C)cc2)CC1	-6	1.1	-3	-0.1	13	1	-0.3	99	-13	-13
O=C(CNc1ccc2c(c1)OCO2)N/N=C\c1ccccc1Cl	2	1	-1	-0.1	-9	1.3	-0.3	103	26	9
COc1ccc(C(=O)COC(=O)[C@H](C)Nc2ccc(C(F)(F)F)cc2[N+](=O)[O-])cc1	0	1	0	0.5	15	1.1	-0.1	86	9	-15
O=C(CCC1=NS(=O)(=O)c2ccccc2N1)NC1CCCCCCC1	-5	1.1	-7	1.1	10	1.5	0.2	106	7	-10
CCCNC(=O)NC(=O)CSc1nnc(-c2ccncc2)n1CC	-4	1	-6	0.8	-4	1	0.0	100	1	4
CC(=O)C1C(c2ccc(Cl)cc2)NC(=O)NC1(O)C(F)(F)F (configuration not stated)	-5	1.1	0	-0.6	-22	1.6	0.1	87	24	23
O=C(c1cc(S(=O)(=O)N2CCCCC2)ccc1N1CCOCC1)N1CCN(Cc2ccccc2)CC1	-7	1.1	-4	-1.0	-31	1.1	0.0	94	8	31
CCC(=O)NC(c1ccco1)c1cc(Cl)c2cccnc2c1O (configuration not stated)	-8	1.1	-10	0.8	-4	0.9	-0.2	95	21	4
O=C(CC(=O)c1ccccc1)Nc1cc(C(F)(F)F)ccc1Cl	-4	1	2	-0.2	-3	1.1	-0.3	106	-10	3

# 3 compounds from above, arranged by the number in APP 5UTR inh, largest number first:
Compound	APP 5UTR inh
CCOC(=O)c1cc(C)sc1NC(=O)C1CCC1	-9
CCCCn1c(N)c(N(CC)C(=O)/C=C/c2ccco2)c(=O)[nH]c1=O	-15
COc1ccccc1OCC(=O)Nc1ccc(Cl)cc1	-17

# Other records follow.
canonical_smiles	FLuc inhib CS	FLuc act counter	Efa HMGR inh	Redox H2O2 prof	APP 5UTR inh	NF-kB neuron act	Hsp70 activator	STAT1 activator	G6PDH counter	APP 5'UTR act
CCCCn1nc(C(=O)Oc2ccc3c(C)cc(=O)oc3c2)c2ccccc2c1=O	-4	1	-2	0.3	-9	0.79	-0.5	104	-32	9
O=C1C=C(NCc2ccc(Cl)cc2)CCC1	-4	1	-6	0.1	-3	0.98	-0.5	96	9	3
Cc1ccc(NC(=O)C(=O)NCC2CCN(C(=O)c3cccc([N+](=O)[O-])c3)CC2)cc1	-4	1	-9	-0.8	-4	0.87	-0.1	95	12	4
COc1ccc(CCNC(=O)C2CCN(S(=O)(=O)c3c(C)noc3C)CC2)cc1OC	-6	1.1	-3	0.1	-16	0.96	-0.2	119	8	16
O=C(Nc1ccccc1C(=O)NCCN1CCOCC1)c1ccco1	0	1	-1	0.7	-26	0.97	-0.2	96	25	26
CCc1nc(-c2ccccc2)c2ccccn12	-1	1	-1	0.3	-14	1.2	-0.3	96	6	14
C=CCN1C(=O)S/C(=C\c2ccc3c(c2)n(C)c(=O)n3C)C1=O	-1	1	-2	-0.3	-12	1.1	-0.1	92	-19	12
Cn1cc(Br)c(C(=O)Nc2ncc(Br)s2)n1	1	1	4	-1.0	-109	1.9	-0.2	128	8	109
CNC(=O)c1cccc(N2CCCC2=O)c1	4	1	-3	0.1	-5	1.1	-0.3	105	-4	5
Cc1c(Cc2ccc3c(c2)OCO3)sc(NC(=O)c2cccc3ccccc23)c1C(N)=O	1	1	-5	0.0	-5	0.81	-0.1	103	11	5
Cc1c(C(C)C)c(=O)n(-c2ccc(S(=O)(=O)NC3CC3)cc2)n1C	-3	1	1	-0.1	-5	1.3	-0.4	92	0	5
Cc1cccc(N2CCN(C(=O)c3ccc(CNc4c(N5CCC(C)CC5)c(=O)c4=O)cc3)CC2)c1C	-4	1	-4	-0.5	-6	0.95	-0.3	105	-1	6
CN(CC(=O)NC1CCCCCCC1)S(=O)(=O)c1cnc[nH]1	-5	1.1	-2	-0.2	-34	1.3	-0.2	109	0	34
Cc1cccc(OCCCn2c(=O)oc3ccc(C)cc32)c1	-8	1.1	-4	1.7	22	1.2	-0.2	110	3	-22
COc1ccc(Cl)cc1NC(=O)Nc1ccccc1C(N)=O	-6	1.1	-3	0.0	-10	1.1	-0.1	107	8	10
COCCCNC(=O)c1ccccc1Sc1ccc(NC(C)=O)nc1	-5	1.1	-3	-0.4	-1	1.2	-0.2	93	-1	1
COc1ccc(C(=O)CSc2ccc(-c3ccco3)nn2)cc1	3	1	-1	0.8	1	0.9	0.6	101	-24	-1
Cn1c(=N)n(CC(O)c2cccs2)c2ccccc21 (configuration not stated)	-2	1	-1	-0.5	6	1.1	0.0	96	1	-6
O=C(c1cn(-c2ccccc2)nc1-c1cccc(Br)c1)N1CCOCC1	-7	1.1	-4	0.0	-15	1.1	-0.2	96	10	15
CCOC(=O)C1C(=O)CC(C)(O)C(C(=O)OCC)C1c1ccc2c(c1)OCO2 (configuration not stated)	.	.	.	0.7	6	.	-0.2	99	.	-6
CSc1cccc(NC(=S)N(Cc2ccccc2)Cc2cccnc2)c1	-4	1	-3	0.1	-10	0.87	0.2	100	0	10
COc1cc(Cl)c(C)cc1NC(C)C(=O)Nc1cc(C(F)(F)F)ccc1N1CCOCC1 (configuration not stated)	-7	1.1	-3	0.1	-3	1	0.0	101	1	3
CCn1c(SCc2ccc(Cl)c(Cl)c2)nnc1C(C)NC(=O)c1ccc(OC)cc1 (configuration not stated)	-6	1.1	1	1.7	-15	0.96	-0.3	102	0	15
CCCCn1c(SCC(=O)Nc2nccs2)nc2ccccc2c1=O	0	1	-1	1.5	10	1.1	-0.3	93	11	-9
COc1cccc2cc(-c3cn4ccc(C)cc4n3)c(=O)oc12	.	.	.	-0.2	-87	.	0.7	169*	.	87
CC(=O)Nc1cccc(C(=O)/C=C/c2ccc(N(C)C)cc2)c1	43	0.6	1	-0.7	-34	1.3	-0.1	99	-4	34
COc1ccccc1-c1cc(C(=O)Nc2c(C)n(C)n(-c3ccccc3)c2=O)no1	-5	1.1	-4	1.9	8	1.1	-0.3	90	18	-8
Cc1cccc(C2Nc3ccccc3C(=O)N2CCc2ccccc2)n1 (configuration not stated)	13	0.9	4	0.2	-12	1.1	1.1	108	5	12
CC1CC2(C)Oc3ccccc3C3OCC1(CO)C(C)C32 (configuration not stated)	-5	1	-5	1.6	19	0.89	-0.4	98	10	-19
Cc1cc(/C=C(\C#N)C(=O)Nc2ccc(F)cc2)c(C)n1-c1ccc(N2CCOCC2)c([N+](=O)[O-])c1	-3	1	-8	0.8	0	0.64	-0.2	101	0	0
O=C(CSC1CC(=O)N(c2ccc(C(=O)O)cc2)C1=O)Nc1ccc2ccccc2c1 (configuration not stated)	0	1	9	0.0	14	1	-0.2	110	8	-14
Cc1ccc(C)c(NC(CC(=O)c2ccccc2)C(=O)OCC(=O)c2cccs2)c1 (configuration not stated)	-1	1	-8	0.6	-3	0.86	-0.3	101	-11	3
COc1cccc(-c2cc(C(=O)O)[nH]n2)c1	-1	1	-5	1.8	-11	0.98	-0.3	106	5	11
COc1ccc(C2c3c(ccc4ccccc34)Oc3ncn4nc(-c5ccco5)nc4c32)cc1OC (configuration not stated)	-2	1	-3	0.9	-9	0.71	-0.5	99	-26	9
COCCNC(=O)COc1ccc(Oc2ccccc2)cc1	-6	1.1	-1	1.8	-6	1.6	-0.4	103	10	6
CCCOc1ccc(C(CC(=O)O)NC(=O)c2cccs2)cc1 (configuration not stated)	-5	1	-7	-2.7	-3	0.93	-0.1	98	1	3
CCOC(=O)C1C(c2ccc(O)c(OCC)c2)NC(=S)NC1(O)C(F)(F)F (configuration not stated)	-6	1.1	-3	-4.7	-1	1.3	-0.3	94	6	1
CCc1nc(C)cn1S(=O)(=O)c1cc([N+](=O)[O-])ccc1Cl	-2	1	-1	-0.2	-6	1.1	0.8	88	7	6
CN(CCOC(=O)c1cccc(F)c1)Cc1ccccc1	-6	1.1	-4	-0.5	4	1.2	-0.2	97	-5	-3
Cc1c(NC(=O)OCc2ccccc2)c(=O)n(-c2ccccc2)n1C	-1	1	-10	0.0	1	1.2	-0.2	100	11	-1
CC(Cl)C(=O)Nc1ncc(C(F)(F)F)cc1Cl (configuration not stated)	-4	1	-3	0.0	11	1.3	-0.5	102	-6	-11
Cn1c(=O)c2ncn(CC(=O)NC3CCCCCC3)c2n(C)c1=O	-6	1.1	-4	1.8	-10	0.97	-0.3	102	3	10
O=C(COc1ccccc1)Nc1ccc(Cl)c(-c2nc3ncccc3o2)c1	-4	1	-5	-2.5	-13	1.2	-0.3	99	0	13
